Tb PFK block: qHTS Assay to Find Inhibitors of T. brucei phosphofructokinase; ATP-dependent 6-phosphofructokinase (Trypanosoma brucei brucei), O15648; T. brucei PFK, ADP-Glo luminescence; Potency, µM (doses to about 57.5 µM), inactives show at the highest dose activity, negative = inhibition, actives largely listed as inhibitors; actives 0.17% (n = 330,000); AID 485367, 2010;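 note: potency is the fitted concentration of half-maximal effect; 0% = uninhibited 1x PFK enzyme wells and -100% = no-enzyme wells; nearly all actives have a fitted effect of over 60% in size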
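Luminescent ADP detection (ADP-Glo, two-step: ATP depletion then ADP-to-ATP conversion for luciferase) reported PFK activity after 45 min room-temperature reaction of 1.25 nM enzyme with 0.5 mM F6P and 0.1 mM ATP at pH 8.0.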
Chronic BCR inh: qHTS Assay to Find Inhibitors of Chronic Active B-Cell Receptor Signaling | ABC-DLBCL IkBa-CBG/CBR reporter, luminescence ratio, 4 h | Potency, µM (highest dose often 46.1 µM), without a hit: top-dose ratio change, negative = lower green/red ratio, actives largely listed as inhibitors | actives 0.05% (n = 340,000); active = well fitted inhibition curve with a large enough effect in the signal ratio, with a control signal flat, not every such curve was filed as active; inconclusive = small, poorly fitted or top-dose-only effect, or effect the other way, or a change in a side signal; the % refers to the signal ratio;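 note: potency is the fitted concentration of half-maximal effect; plate controls were basal doxycycline-induced cells for no effect and cells given 10 µM MG132 for full effect; MG132 reads +100%, hits lower the ratio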
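Doxycycline induced both beetle luciferases in TMD8 lymphoma cells; IKK-driven degradation limits the IkappaBalpha-fused green signal, while red luminescence normalises for cell number and nonspecific effects. Compounds tested up to 46 uM, 4 hrs.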
Coupling enz: qHTS Assay for Inhibitors of Fructose-1,6-bisphosphate Aldolase from Giardia Lamblia: Coupling assay counterscreen | actives 0.67% (n = 290,000) | AID 2472, 2010 | activity change, negative = inhibition, % at 58.2 µM, hits read low | coupling enzyme system counterscreen, AmpLite Red fluorescence; in the data active = activity change below about -30%; note: % is set by controls: 0 for no effect and ±100 for the full control effect
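Fluorescence at 525 nm excitation and 598 nm emission measured inhibition of the coupled detection system without aldolase. Compounds (at 57.5 uM final) were preincubated 10 min at room temperature with coupling enzyme reagent before a 20 min substrate/AmpLite Red step.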
KCNH2 WT inh: qHTS for Inhibitors of KCHN2 3.1: Wildtype qHTS. AID 720551, 2013. U2OS, BacMam KCNH2, thallium flux FluxOr; hits give low values. actives 0.37% (n = 340,000). activity change, % at 1.84 µM;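 active = maximum activity change below -70%; inconclusive = maximum activity change between -70% and -50%; inactive = maximum activity change above -50%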; note: % is set by controls: 0 for no effect and ±100 for the full control effect
Target sequence (Q12809 whole entry, looked up): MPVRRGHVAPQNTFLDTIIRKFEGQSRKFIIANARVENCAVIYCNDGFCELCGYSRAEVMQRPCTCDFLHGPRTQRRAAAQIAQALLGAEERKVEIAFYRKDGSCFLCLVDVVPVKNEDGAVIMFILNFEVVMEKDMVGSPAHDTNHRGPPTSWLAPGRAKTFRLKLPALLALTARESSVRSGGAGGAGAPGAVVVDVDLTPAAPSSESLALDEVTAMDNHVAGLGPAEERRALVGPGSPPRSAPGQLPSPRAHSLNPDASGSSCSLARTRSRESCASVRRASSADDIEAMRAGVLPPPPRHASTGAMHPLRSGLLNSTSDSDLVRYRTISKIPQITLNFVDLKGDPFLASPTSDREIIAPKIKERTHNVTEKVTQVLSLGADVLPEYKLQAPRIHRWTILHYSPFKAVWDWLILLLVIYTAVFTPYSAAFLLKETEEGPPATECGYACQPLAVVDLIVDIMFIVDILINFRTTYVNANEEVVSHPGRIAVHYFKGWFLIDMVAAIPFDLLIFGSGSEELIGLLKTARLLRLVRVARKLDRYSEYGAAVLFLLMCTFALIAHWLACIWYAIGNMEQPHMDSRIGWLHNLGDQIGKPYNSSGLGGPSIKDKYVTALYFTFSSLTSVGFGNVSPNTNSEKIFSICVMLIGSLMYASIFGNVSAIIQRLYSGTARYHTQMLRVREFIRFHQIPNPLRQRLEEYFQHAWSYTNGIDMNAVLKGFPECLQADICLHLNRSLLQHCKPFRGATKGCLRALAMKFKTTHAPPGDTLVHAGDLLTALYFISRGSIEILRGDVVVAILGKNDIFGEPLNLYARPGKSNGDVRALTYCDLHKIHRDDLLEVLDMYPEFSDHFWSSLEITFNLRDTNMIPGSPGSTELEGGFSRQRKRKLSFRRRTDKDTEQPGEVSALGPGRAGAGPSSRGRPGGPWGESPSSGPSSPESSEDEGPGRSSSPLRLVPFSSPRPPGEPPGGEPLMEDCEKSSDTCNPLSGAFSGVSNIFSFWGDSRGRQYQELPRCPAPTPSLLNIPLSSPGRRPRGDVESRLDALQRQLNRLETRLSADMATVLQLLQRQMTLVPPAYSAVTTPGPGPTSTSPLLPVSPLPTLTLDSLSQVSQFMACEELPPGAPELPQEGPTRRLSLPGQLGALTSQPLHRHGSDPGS
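U2OS cells transduced with wild-type KCNH2 virus are loaded with FluxOr dye for 45 min, and thallium flux is measured in kinetic reads before and after stimulation buffer. Rate constants are normalized to DMSO controls.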
AT treatment: qHTS Assay for Identifying a Potential Treatment of Ataxia-Telangiectasia. […] A-T fibroblasts, KAP-1 phosphorylation AlphaLISA; neocarzinostatin DNA damage 30 min before lysis. Potency, µM (titrated, usually from 57.5 µM), for inactives: top-dose activation, most hits filed as activators. actives 0.19% (n = 320,000); note: potency is the fitted concentration of half-maximal effect; % of control where 0% means no effect; nearly all actives have a fitted effect of over 45% in size
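hTERT-immortalized A-T patient fibroblasts ([…]), 500 cells/well in OPTI-MEM, 1% FBS, got compounds for 60 min, then NCS for 30 min at 37C. Lysates were then assayed for phospho-KAP-1 by AlphaLISA (anti-pKAP1 donor, anti-KAP1 acceptor beads), 6 hr at 25C.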
CXXC DNA block: qHTS Fluorescence Polarization Assay for Inhibitors of MLL CXXC domain - DNA interaction. Histone-lysine N-methyltransferase 2A (Homo sapiens), Q03164. MLL-CXXC / FITC-HOXA9 DNA fluorescence polarization. Potency, µM (top dose mostly 115 µM), inactives show at the highest dose activity change, negative = inhibition, actives largely listed as inhibitors. actives 0.037% (n = 290,000). AID 2662, 2010; active = well fitted inhibition curve with a large enough effect in the polarisation, with a control signal flat, not every such curve was filed as active; inconclusive = small, poorly fitted or top-dose-only effect, or effect the other way, or a change in a side signal; inactive = no such curve, though single readings can be large or run the other way; the % refers to the polarisation; note: potency is the fitted concentration of half-maximal effect
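Purified MLL-CXXC (added from a 7 uM solution) was preincubated 5 min at ambient with pinned compounds in 50 mM Tris-HCl pH 7.5, 50 mM NaCl, 1 mM DTT, 0.05% BSA. Fluorescein-labeled HOX-A9 DNA (50 nM solution) followed, 30 min, then polarization read.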
GALK inhibitor: qHTS Assay for Inhibitors of Human Galactokinase (GALK); P51570; Purified GALK, Kinase-Glo residual ATP luminescence; Potency, µM (top dose mostly 57.5 µM), inactives show top-dose activity change, negative = inhibition, hits mostly inhibitors; actives 0.007% (n = 270,000); note: potency is the fitted concentration of half-maximal effect; % is set by controls: 0 for no effect and ±100 for the full control effect
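Luminescence from leftover ATP (Ultra-Glo luciferase/luciferin) served as read-out after a 1 h room-temperature reaction of 5 nM GALK with 35 uM ATP and 100 uM galactose.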
TCR act: Activators of T cell receptors: qHTS campaign; AID 504894, 2011; Potency, µM (titrated, usually from 9.22 µM), inactives show at the highest dose activation of IL-2 secretion, actives largely listed as activators; primary human leukocytes, anti-CD3, IL-2 HTRF, 48 h; 330,000 tested, under 10 active; note: % of control where 0% means no effect
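Activity was scored as IL-2 release from primary human leukocytes given only a TCR signal (a-CD3 beads) plus compound for 48 hr. Detection used a two-antibody HTRF format read at 665nm.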
Giardia killer: Small Molecules that selectively kill Giardia lamblia: qHTS | Giardia lamblia trophozoite viability | activity change, % at 7.66 µM, hits read low | actives 0.15% (n = 340,000); in the data active = activity change below about -80%; inconclusive = between about -30% and that limit;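 note: parasites exposed to compound for two days anaerobically before the ATP read; % is set by controls: 0 for no effect and ±100 for the full control effect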
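Media and compound were dispensed first, then trophozoites at 100 cells/well; plates sat 48 hrs at 37 deg C without oxygen before ATP luminescence reagent was added and read after 15-30 min at room temperature.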
TSHR antagonist: Antagonists of the Thyroid Stimulating Hormone Receptor: HTS campaign | activity change, negative = inhibition, % at 11.5 µM | actives 0.2% (n = 330,000) | AID 504810, 2011 | TSHR-expressing cells, TSH-stimulated cAMP HTRF, 2 h; hits give low values;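 active = activity change below a set negative limit, meaning inhibition stronger than a set level, cut at about -70% in these data; inconclusive = activity change between two set negative limits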; note: % is set by controls: 0 for no effect and ±100 for the full control effect
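Competitive HTRF cAMP read-out (cryptate anti-cAMP antibody, cAMP-d2; 30 min, room temperature) in freshly harvested TSHR cells. Compounds added before TSH at EC80 (4nM final), followed by 2 hours' incubation at 37 deg C.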
* marks the source's active call; other numbers are inactive results; ? = inconclusive; . = no result given; [ ] = another dose, or the depositor's remark. Unless noted, calls come from the whole dose curve; as a rule, active = well fitted curve in the direction sought with a large enough effect; inconclusive = small, poorly fitted or top-dose-only effect, or another doubt; inactive = no such curve, though single readings can be large; an effect the other way counts as inactive or inconclusive.

SMILES | Tb PFK block | Chronic BCR inh | Coupling enz | KCNH2 WT inh | AT treatment | CXXC DNA block | GALK inhibitor | TCR act | Giardia killer | TSHR antagonist
Oc1cccc(/C=N\Nc2nncc(-c3ccccc3)n2)c1 | -18.9% | ? | 4.5 | 1.4 | 4.0% | -11.4% | 3.3% | -5.9% | 10.9 | 12.1
Cc1ccc(NC(=O)Cn2cnc3sc(C(=O)NCc4ccco4)c(C)c3c2=O)cc1Cl | -16.2% | ? | 1.2 | 34.2 | -1.7% | -1.2% | 0.0% | 5.4% | 4.8 | -7.1
COc1cc(/C=N\NC(=O)C(C)(C)O)ccc1OC/C=C/c1ccccc1 | 3.3% | 0.3% | -1.0 | -1.5 | 5.5% | 6.3% | -0.9% | 1.6% | -1.8 | -5.3
Cc1c(C2(O)CCCCC2)[nH]c2cc(C(F)(F)F)ccc12 | 2.6% | 0.8% | . | -4.8 | -2.4% | . | . | 1.5% | 9.7 | -19.3
CCOC(=O)N1CCC(N2C(=O)c3cc(C(=O)NC4CCCCC4)ccc3C2O)CC1 (stereo not drawn) | 2.9% | 0.7% | 1.1 | 8.7 | -30.6% | -7.0% | 1.6% | 1.9% | 49.4[activator] | 25.2
CCOC(=O)Cc1csc(NC(=O)/C=C/c2ccco2)n1 | 0.4% | 5.1% | -2.7 | 11.7 | 1.1% | 8.3% | -0.3% | 3.5% | -5.2 | -26.9
CN1CCN(c2oc(Cc3cccc4ccccc34)nc2C#N)CC1 | -0.1% | -17.0% | 1.2 | 1.1 | -57.7%[inhibitor] | 0.2% | 6.3% | -5.8% | 14.1 | 2.1
Cc1cccc(Nc2ccccc2)c1 | 1.9% | 0.1% | 6.8 | -13.3 | 8.4% | -7.0% | -2.1% | 4.0% | 1.4 | -3.3
CCOCCCNC(=O)Cc1c(C(=O)O)[nH]c2ccc(Cl)cc12 | 0.5% | 6.0% | 2.4 | -5.9 | -3.0% | 2.1% | -1.7% | 0.3%[46.1 µM] | -1.6 | -11.6
O=C(CCNc1n[nH]c(=O)[nH]c1=O)N/N=C\c1cccc(OCc2ccccc2)c1 | -3.8% | ? | -8.9 | -4.0 | 4.5% | -1.2% | -0.2% | 2.0% | -4.5 | -4.8
COc1cc(-c2nnc(COC(=O)c3ccc(C)o3)o2)cc(OC)c1OC | ? | -5.1% | . | -0.4 | 0.8% | . | . | 0.7% | -12.1 | -1.7
O=C(O)C1CCN(C(=O)Cc2ccccc2)CC1 | -19.4% | 3.5% | -0.7 | 2.5 | 4.2% | -10.5% | 6.0% | -2.7% | -8.0 | 33.9
O=C(NCc1cccs1)c1cc(S(=O)(=O)N2CCOCC2)ccc1N1CCCC1 | 0.0% | -2.7% | . | 5.9 | 3.0% | . | . | -2.8% | -21.9 | 8.3
CCNc1nnc(-c2ccccc2OC)s1 | 1.0% | ? | -1.7 | 17.7 | 7.1% | -10.4% | 3.1% | 1.3% | 8.9 | -9.6
Cc1cc2c(=O)n(C)c(SCC(=O)Nc3cccc(F)c3)nc2s1 | 1.2% | 1.3% | -3.6 | 0.7 | -3.4% | 4.0% | -3.3% | -2.2% | -4.8 | -1.0
CCOC(=O)CC1C(=O)NCCN1C(=S)NC(=O)c1ccccc1OC (stereo not drawn) | -0.1% | -6.8% | . | -1.0 | -1.3% | -5.6% | -4.3% | 3.2% | 3.2 | 5.4
OCCC1CN(Cc2cnc(-c3ccc(Cl)cc3)nc2)CCN1C1CCCCC1 (stereo not drawn) | 3.5% | -6.3% | 1.3 | 9.1 | 0.7% | -2.6% | 4.5% | 0.6% | ? | 7.0
O=C(CN1C(=O)COc2ccccc21)NC1CCCC1 | 0.2% | -0.8% | 1.6 | -0.4 | 0.0% | 7.9% | 1.5% | 4.9% | -14.6 | -5.1
O=C(NCc1ccccc1Cl)C(=O)NCC(c1ccco1)N1CCOCC1 (stereo not drawn) | -0.1% | ? | 0.0 | 1.0 | 1.8% | 2.8% | 8.9% | -0.3% | -19.0 | 0.0
CCCCNC(=O)C1CCC(=O)N1CCc1ccccc1 (stereo not drawn) | -0.4% | -2.4% | 0.6 | -14.3 | 4.5% | -3.1% | -3.5% | -2.4% | -2.2 | -2.4

Only AT treatment, Giardia killer and KCNH2 WT inh, for some of the entries so far:
compound,AT treatment,Giardia killer,KCNH2 WT inh
Cc1cc2c(=O)n(C)c(SCC(=O)Nc3cccc(F)c3)nc2s1,-3.4%,-4.8,0.7
CCOCCCNC(=O)Cc1c(C(=O)O)[nH]c2ccc(Cl)cc12,-3.0%,-1.6,-5.9
O=C(O)C1CCN(C(=O)Cc2ccccc2)CC1,4.2%,-8.0,2.5

A second format for part of the listing above.
mol	Tb PFK block	Chronic BCR inh	Coupling enz	KCNH2 WT inh	AT treatment	CXXC DNA block	GALK inhibitor	TCR act	Giardia killer	TSHR antagonist
COc1cc(/C=N\NC(=O)C(C)(C)O)ccc1OC/C=C/c1ccccc1	3.3%	0.3%	-1.0	-1.5	5.5%	6.3%	-0.9%	1.6%	-1.8	-5.3
Cc1c(C2(O)CCCCC2)[nH]c2cc(C(F)(F)F)ccc12	2.6%	0.8%	.	-4.8	-2.4%	.	.	1.5%	9.7	-19.3

Three entries already listed, arranged by their value in TCR act, highest first:
structure	Tb PFK block	CXXC DNA block	GALK inhibitor	TCR act	TSHR antagonist
Cc1cccc(Nc2ccccc2)c1	1.9%	-7.0%	-2.1%	4.0%	-3.3
CCCCNC(=O)C1CCC(=O)N1CCc1ccccc1 (stereo not drawn)	-0.4%	-3.1%	-3.5%	-2.4%	-2.4
Oc1cccc(/C=N\Nc2nncc(-c3ccccc3)n2)c1	-18.9%	-11.4%	3.3%	-5.9%	12.1
